Bioassay records as filed in PubChem BioAssay.
NSD2 inh = inhibitors of human histone methyltransferase NSD2; O96028; NSD2 peptide methylation, AlphaScreen, 120 min; inhibition, % at 12.5 µM; 310,000 tested, 0.54% active; in the data active = inhibition above about 50%
Rtt109 Vps75 = blocks Candida albicans Rtt109/Vps75 acetyltransferase activity; Q5AAJ8; purified Rtt109/Vps75, ThioGlo CoA-SH fluorescence, 4 h; inhibition, % at 34.9 µM; 330,000 tested, 0.16% active;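 active = inhibition of at least 50% in every replicate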
CDK5 p35 inh = blocks human CDK5/p35 kinase activity | Q00535+Q15078 | inhibition, % at 10 µM | 330,000 tested, 0.01% active | Recombinant CDK5/p35, ADP-Glo luminescence, 60 min;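 active = highest replicate inhibition of at least 50% and at least 75% of replicates reaching 50%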;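 note: plate controls were DMSO neutral control for no effect and GW8510 at 10 µM for full effect; many of its hits are not listed in these tables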
Target sequence (Q00535 whole entry, looked up): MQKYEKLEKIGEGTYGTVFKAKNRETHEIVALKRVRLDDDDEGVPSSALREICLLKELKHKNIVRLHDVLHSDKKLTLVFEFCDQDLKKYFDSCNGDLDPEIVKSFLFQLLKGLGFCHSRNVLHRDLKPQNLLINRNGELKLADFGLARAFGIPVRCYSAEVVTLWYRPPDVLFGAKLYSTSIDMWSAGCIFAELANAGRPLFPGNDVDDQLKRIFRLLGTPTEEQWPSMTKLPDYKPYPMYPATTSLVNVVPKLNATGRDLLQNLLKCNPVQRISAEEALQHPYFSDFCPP
Target sequence (Q15078 whole entry, looked up): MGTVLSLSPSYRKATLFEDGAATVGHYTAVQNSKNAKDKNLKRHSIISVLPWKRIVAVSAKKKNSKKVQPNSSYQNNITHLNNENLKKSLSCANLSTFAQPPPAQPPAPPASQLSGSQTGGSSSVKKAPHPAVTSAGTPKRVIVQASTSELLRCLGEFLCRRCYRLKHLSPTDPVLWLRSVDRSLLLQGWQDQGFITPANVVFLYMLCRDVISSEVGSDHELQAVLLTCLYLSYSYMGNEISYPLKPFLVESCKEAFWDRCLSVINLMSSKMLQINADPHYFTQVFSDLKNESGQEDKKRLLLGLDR
Keap1-Nrf2 PPI = inhibitors of human Keap1-Nrf2 protein-protein interaction. Q14145. Keap1 Kelch-Nrf2 peptide fluorescence polarization, 1536-well. inhibition, % at 9.4 µM. 340,000 tested, 0.15% active; in the data active = inhibition above about 12%;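 note: human Keap1 Kelch domain with fluorescein labeled Nrf2 9mer peptide probe; 0% = neutral control wells and 100% = peptide positive control; higher means more block of Keap1 binding to Nrf2 peptide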
C-LANA FP = inhibitors of KSHV LANA C-terminal domain DNA binding; inhibition, % at 9 µM; MBP-C-LANA/FAM-LBS DNA binding, fluorescence polarization; AID 504423; 340,000 tested, 0.078% active;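 active = highest replicate inhibition at or above 60% at 9 µM, even if other replicates fall short; inactive = all replicates below 60% inhibition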;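 note: 0% = neutral control wells and 100% = 4 µM acridine orange control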
PvdQ inh = P. aeruginosa PvdQ acylase inhibition. purified PvdQ acylase, fluorescence plate reader. inhibition, % at 10 µM. 340,000 tested, 0.063% active; in the data active = inhibition above about 30%, passing the limit was not always enough;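 note: 0% = vehicle neutral wells and 100% = reference inhibitor wells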
Cardiac RTF inh = cardiac RTF calcium desensitization; 340,000 tested, 0.12% active; IANBD-labeled cardiac RTF, Ca2+ fluorescence; inhibition, % at 7.15 µM; P19429+P45379; AID 493244;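 active = inhibition above the mean inhibition of all tested compounds plus 3 SD, cut at about 17% in these data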;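 note: assay run at fixed EC70 calcium of 1.6 mM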
SUMO Mot1 rescue = blocks SUMOylation pathway, rescuing yeast Mot1-301 growth | growth rescue, % at 18.8 µM | S. cerevisiae Mot1-301 growth rescue, ATP luminescence, 38.5C; percent above DMSO median, 100 means doubled | 320,000 tested, 1% active;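 active = every valid replicate shows activation above 250% relative to neutral control wells; inactive = the rest, any valid replicate at or below 250%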;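 note: OY570 slx delta 5 strain wells were the positive control but not used for scaling; some compounds called inactive have numbers as strong as hits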
RTF Ca sens act = cardiac RTF calcium sensitization; P19429+P45379; IANBD-labeled TnC RTF fluorescence at EC20 calcium; 0% EC20 calcium, 100% full calcium; activation, % at 7.2 µM; 340,000 tested, 0.24% active; AID 493008;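 active = activation above the mean over all tested compounds plus 3 SD, cut at about 30% in these data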;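 note: rise in fluorescence read as greater calcium sensitivity of cardiac thin filaments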
PfHsp90 set2 = inhibits growth of yeast expressing Plasmodium falciparum Hsp90; inhibition, % at 9.4 µM; 310,000 tested, 0.32% active; AID 504621; S. cerevisiae expressing PfHsp90, BacTiter-Glo ATP, 48 h; yeast lacking PDR1 and PDR3 efflux regulators;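 active = every replicate shows inhibition above about 80%, whatever the replicate mean, limit read from the data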;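 note: 0% = DMSO neutral controls and 100% = 20 µM radicicol positive controls; yeast relying on Plasmodium falciparum Hsp90 in place of its own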
dFosB activator = mouse delta FosB homodimer activation. purified delta FosB, TAMRA-CDK5 oligo fluorescence polarization; percent of positive-control signal above neutral wells. activation, % at 25 µM. 340,000 tested, 0.99% active. AID 493131;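 active = mean activation above about 17%, with every replicate also reaching it, limit read from the data, passing the limit was not always enough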;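 note: fluorescence polarization rise as delta FosB binds a TAMRA Cdk5 AP-1 oligo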
Target sequence (P13346 whole entry, looked up): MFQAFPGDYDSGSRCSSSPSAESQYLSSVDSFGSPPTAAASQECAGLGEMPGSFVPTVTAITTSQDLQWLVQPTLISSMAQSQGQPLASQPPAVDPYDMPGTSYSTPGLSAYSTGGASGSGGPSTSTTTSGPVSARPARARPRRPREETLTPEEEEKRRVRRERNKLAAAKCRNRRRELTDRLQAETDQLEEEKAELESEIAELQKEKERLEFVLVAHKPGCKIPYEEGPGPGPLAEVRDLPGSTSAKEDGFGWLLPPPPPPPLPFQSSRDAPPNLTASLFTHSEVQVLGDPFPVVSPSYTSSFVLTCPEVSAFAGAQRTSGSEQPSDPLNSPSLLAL
The depositor's hits bear a star; . = no result given. Rows were taken by chance, and some 3.2% of all compounds hit somewhere here.

Value order – PvdQ inh	dFosB activator	PfHsp90 set2	Keap1-Nrf2 PPI	NSD2 inh	RTF Ca sens act	CDK5 p35 inh	Cardiac RTF inh	Rtt109 Vps75	SUMO Mot1 rescue	C-LANA FP
1. O=C(Nc1ccccc1F)c1cc(S(=O)(=O)N2CCOCC2)cs1
 : 10	2	1	-6	.	-1	-2.2	4	-6	-2	1.7
2. CCOC(=O)COc1ccc(S(=O)(=O)N2CCN(c3ccc(F)cc3)CC2)cc1
 : -15	-1	.	-3	0	2	-1.9	-8	-3	-20	-0.2
3. Cn1nc(-c2ccc(C(=O)NC3CCCCC3)cc2)c2ccccc2c1=O
 : 5	-13	17	0	-1	-2	2.0	-14	1	-4	2.3
4. O=C(O)c1cccc(Cn2c(Cl)c(/C=N/NC(=O)c3cc4ccccc4cc3O)sc2=O)c1
 : -6	4	-22	-1	34	-1	0.5	-5	1	-31	20
5. CC1=NN(c2ccccc2)C(=O)C1/C=C1\NC(=S)NC1=O (centres undefined)
 : -5	-10	4	0	102*	-7	-10.0	6	17	-12	2.9
6. CCOc1ccc(C(=O)NCc2ccccc2)cc1Br
 : -10	-7	24	4	6	3	-0.9	-8	2	-3	-0.3
7. C[C@H]1COC(=O)[C@@H](Cc2ccc(F)cc2)C/C=C\C[C@H](CC(=O)N(CCO)Cc2ccccc2)C(=O)N1
 : -13	-9	1	-2	.	-3	-0.8	-18	0	-4	1.5
8. C=CCN(c1ccccc1)S(=O)(=O)c1cc(C(=O)NC2=NCCS2)ccc1Cl
 : 0	-10	28	0	30	1	0.5	5	.	-1	-2.1
9. COc1ccc(N(C(C)C(=O)NC2CCCCCC2)S(C)(=O)=O)cc1 (centres undefined)
 : -1	-2	-17	1	-2	-5	-0.1	5	-4	274	-0.2
10. O=C(/C=C/c1ccccc1)CCN1CCOCC1
 : -17	-9	107*	-13	2	6	1.7	-10	3	.	-1.3
11. CCC(C(=O)OCC(=O)Nc1cc(Cl)cc(Cl)c1)c1ccccc1 (centres undefined)
 : -4	-10	4	1	-2	10	1.4	7	-8	-2	1.7
12. Cc1nc(-c2ccc(S(=O)(=O)Nc3ccc(Br)cc3F)cc2)co1
 : -8	-4	-7	-5	-1	9	.	4	0	8	0.3
13. Cc1nc2ccccc2c(=O)n1/N=C/c1c(O)ccc2oc3c(c12)CCCC3
 : 8	-6	-17	-2	-1	2	-0.7	0	-4	45	-0.3
14. CCN(CCNC(=O)C1CCN(Cc2nc(-c3ccc(Cl)cc3)oc2C)CC1)c1ccccc1
 : -10	-10	34	-6	2	2	-1.4	-1	9	43	-0.5
15. COC(=O)c1cnc(N2CCCN(S(=O)(=O)c3ccc(C(F)(F)F)cc3)CC2)nc1C(F)(F)F
 : 3	3	-1	3	-2	-3	1.4	-1	.	-12	-1.0
16. CCCCS(=O)(=O)/C=C\C1C2C=CC(C2)C1S(=O)(=O)CCCC (centres undefined)
 : -17	-3	-25	-3	-1	5	1.8	-8	3	8	-1.6
17. CCCC(=O)Nc1cccc(NC(=O)c2cccc([N+](=O)[O-])c2C)c1
 : -10	-8	27	-7	-3	13	0.8	-22	0	7	-0.7
18. Cc1onc(-c2c(F)cccc2Cl)c1C(=O)Nc1c(C)n(C)n(-c2ccccc2)c1=O
 : -13	-2	-7	-5	0	3	0.8	-4	-8	2	1.4
19. Cn1ncc(N=Cc2c(O)ccc3ccccc23)c1C(=O)Nc1cccc(Cl)c1
 : -9	8	-23	8	-3	43*	-1.1	-8	-5	-5	6.8
20. COc1ccc(CCN(Cc2cc3cc(C)ccc3[nH]c2=O)C(C)=O)cc1OC
 : -12	-3	-42	-1	-3	2	-1.8	-14	-18	-7	-0.7
21. O=C(Nc1cccc(F)c1)C1CCCN(S(=O)(=O)c2ccc(-n3cnnn3)cc2)C1 (centres undefined)
 : -12	3	-75	2	-2	-5	1.9	-46	-1	17	-0.7
22. COc1ccc(-c2csc(NC(=O)[C@H](C)N3C(=O)C4CC=CCC4C3=O)n2)cc1OC (some centres undefined)
 : -16	-7	-12	5	2	0	1.0	0	-6	2	1.5
23. Cc1ccc(-c2cn3cc([N+](=O)[O-])ccc3n2)cc1
 : 25	2	8	1	-2	-1	0.0	-8	1	25	2.0
24. O=S(=O)(c1ccccc1)N1CCN(Cc2ccccc2)CC1
 : -2	-1	-20	4	10	-5	1.1	5	7	215	1.8
25. Cc1nc(NCCC(C)C)c2nnn(Cc3ccccc3)c2n1
 : -10	-7	5	-5	2	11	-0.7	-14	-1	-8	-1.5
26. CC1(C)NC(=O)N(CCOc2cccc(Oc3ccccc3)c2)C1=O
 : -5	-4	-33	-2	-2	-4	-0.2	2	-4	-13	-0.2
27. COC(=O)c1cc(S(=O)(=O)NCCc2ccccc2)c[nH]1
 : -14	-4	25	-2	.	2	-2.0	0	-8	213	1.0
28. CC1(C(=O)OCC(=O)Nc2ccc3ccccc3c2)CC1(Cl)Cl (centres undefined)
 : 24	-10	-15	-4	-4	3	0.6	-5	15	-11	3.4
29. Cc1c(Cl)cccc1NC(=S)NCc1ccc(F)cc1
 : -15	4	3	-7	-2	9	-0.4	-23	0	22	-1.4
30. N=C1/C(=C\c2ccc(SCc3ccco3)o2)C(=O)N=C2SC=NN12
 : -9	8	-26	-5	.	15	-3.5	-31	-11	-20	7.6

(next part)
Value order – PvdQ inh	dFosB activator	PfHsp90 set2	Keap1-Nrf2 PPI	NSD2 inh	RTF Ca sens act	CDK5 p35 inh	Cardiac RTF inh	Rtt109 Vps75	SUMO Mot1 rescue	C-LANA FP
31. O=C(O)CNC(=S)N(Cc1ccccc1)Cc1ccccc1F
 : -14	11	-6	-3	2	3	-2.0	-2	8	1	0.7
32. COc1ccc(NC(=O)CSc2nc3ccccc3c(=O)n2-c2ccc3c(c2)OCO3)c(OC)c1
 : -2	0	-2	-7	1	-2	-5.9	-2	-10	-39	-0.2
33. Cc1nn(-c2ccccc2)c(Cl)c1/C=N/Nc1ccc(Cl)c(C(=O)O)c1
 : 6	-4	10	-4	6	-11	0.5	4	2	-17	0.8
34. Cn1ncc(C#N)c1/N=C/N1CCCCCC1
 : -12	1	15	-2	0	-2	-1.1	-2	0	5	2.3
35. Cc1csc(NC(=O)Cc2coc3cc(C)c(C(C)C)cc23)n1
 : -7	-4	-47	-2	-1	9	-1.1	-21	-4	11	-0.4
36. Fc1ccc(-c2cc(-c3nnc4n3CCCCC4)c3ccccc3n2)cc1
 : 2	-11	10	5	-6	5	-0.8	4	9	-4	0.4
37. O=c1c2ccccc2ncn1-c1ccc(Cl)cc1[N+](=O)[O-]
 : -2	1	-36	-7	1	3	1.5	-25	-7	-23	-2.4
38. O=C(NCC1CCCN(C(=O)c2cccc(C(F)(F)F)c2)C1)c1ccc(F)cc1 (centres undefined)
 : -4	-11	12	6	-1	-3	-0.9	-7	-6	46	1.7
39. O=c1[nH]c(C2CCCN(S(=O)(=O)c3ccccc3)C2)nc2c1nnn2Cc1ccccc1 (centres undefined)
 : -2	-6	-5	1	.	-1	2.9	1	10	7	-0.2
40. CN(C)Cc1cc2ccccc2c2c1COC2
 : 0	-2	-1	3	3	3	1.1	-4	-1	3	0.5
41. CN(Cc1ccccc1)S(=O)(=O)c1ccc(NS(C)(=O)=O)cc1
 : -3	-1	-3	-4	-2	0	3.2	-3	8	-4	-0.6
42. Cc1ccc(CNS(=O)(=O)c2ccc(CN3C(=O)c4cccnc4C3=O)s2)o1
 : -20	0	16	1	0	-1	-1.5	-4	1	7	-0.9
43. CCOc1cccc(-c2cc(C(=O)Nc3ccon3)c3ccccc3n2)c1
 : 3	-14	-6	3	1	4	0.5	4	8	275	1.9
44. O=C(Nc1ccc2c(c1)OCO2)C1CC(c2ccccc2O)=NO1 (centres undefined)
 : -19	-2	-29	1	0	-4	0.3	-3	2	7	-3.4
45. NC(=O)C1=C[C@@H](c2ccc3c(c2)OCO3)C[C@@H](OCCCCO)O1
 : -10	8	-3	-2	.	-1	-0.3	-12	-1	-7	-0.7
46. CCc1ccc(-c2cn(-c3nc(C)cc(C)n3)c(=N)o2)cc1
 : -8	-9	-9	-3	3	2	3.0	-2	2	20	0.2
47. COc1ccc(C(=O)NCc2ccncc2)cc1OC
 : 1	0	0	1	1	2	0.5	3	0	.	1.4
48. CN(C)S(=O)(=O)c1ccc(NC(=O)CN2CCC(Cc3ccccc3)CC2)cc1
 : -15	-7	1	2	6	3	-3.9	-18	14	.	1.0
49. CCOC(=O)c1c(C)[nH]c(C)c1S(=O)(=O)N(C)CC(=O)NCc1cccc(Br)c1
 : -4	-7	-4	2	1	-1	0.9	-11	9	65	-2.0
50. CC(C)N(CC#CC(O)(c1ccccc1)c1ccccc1)C(C)C
 : -16	-5	4	-3	0	0	-0.5	-11	0	0	9.6
51. COCCCn1c(SCc2cccc(C(F)(F)F)c2)nc2cc(OC)c(OC)cc2c1=N
 : -12	-11	.	-2	-3	1	1.1	-9	.	-16	-1.5
52. CCOC(=O)c1sc2nc(N3CCOCC3)c3c(c2c1N)CC(C(C)C)OC3 (centres undefined)
 : -3	-4	2	0	-4	-8	-0.7	-25	2	10	0.2
53. COc1ccc(Cn2c(CCC(=O)O)nc3cccnc32)cc1
 : -14	0	-13	-1	-1	-1	-0.1	0	-1	4	1.9
54. CC[C@]12c3[nH]c4cc(CCC(=O)N(C)C)ccc4c3CCN1C(=O)[C@@H](CC(=O)NCC13CC4CC(CC(C4)C1)C3)C[C@@H]2C(=O)N1CCN(C(=O)c2ccco2)CC1
 : -15	-12	18	-1	.	0	-2.2	-8	-2	.	1.4
55. COc1ccccc1C(=O)N1CC2(C)CC1CC(C)(C)C2 (centres undefined)
 : 1	-10	6	-3	1	-4	0.3	-6	-12	-8	-0.2
56. CCc1ccc(NC(=O)C(=O)NCc2ccccn2)cc1
 : 5	-9	-17	-1	-2	-2	1.7	-6	5	.	-0.7
57. NC(=O)C(Cc1ccccc1)N1C(=O)c2ccccc2C1=O (centres undefined)
 : -4	-1	13	-1	.	-3	0.5	8	1	10	-0.3
58. COc1cccc(C2=CC(=O)C[C@H](c3ccc(OC)c(OC)c3)C2)c1
 : -1	-4	4	3	.	7	0.6	-5	6	20	1.9
59. CC(C)(C)OC(=O)C[C@@H]1C/C=C\C[C@@H](CC(=O)N(CCO)Cc2ccccc2)C(=O)N2CCC[C@H]2COC1=O
 : -10	-4	-9	4	.	-8	0.2	-14	-2	.	0.1
60. O=C(c1ccc(N2CCOCC2)c([N+](=O)[O-])c1)N1CCN(c2ccccc2F)CC1
 : 2	-8	.	1	9	-6	0.5	3	6	-2	0.2
61. COC(=O)N/N=C(\C)c1ccco1
 : -4	-1	-23	3	-2	.	0.4	.	-12	-7	0.9
62. O=C(Nc1ccccc1)OC1CCCCc2cccnc21 (centres undefined)
 : 9	-2	1	-1	-1	7	-0.2	-3	-4	-11	-1.2
63. Cc1ccc(CN2CCN(Cc3ccc4ncccc4c3)CC2CCO)cc1 (centres undefined)
 : 3	-6	-22	8	3	1	-1.0	-10	16	-7	6.5
